# Assay outcomes deposited in PubChem by Sanford-Burnham Center for Chemical Genomics.
# mIAP inh: mouse IAP inhibition; purified mouse IAP, CDP-Star luminescence, 30 min; inhibition, % at 10 µM; 330,000 compounds, 0.2% hits;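 active = inhibition of at least 40% at 10 µM in the primary screen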;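 also: plate controls were DMSO with enzyme for no effect and no enzyme wells for full effect; values of inactives mirror those of a sister screen read the other way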
# hIAP activ: increases human intestinal alkaline phosphatase activity. P09923. purified human IAP, CDP-Star luminescence, 30 min; hits give high values; 1 = vehicle-only enzyme, 0 = enzyme-free background. activation factor at 10 µM. 330,000 compounds, 0.16% hits;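 active = activation factor of the enzyme at least 2-fold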; also: the source names both 10 and 20 µM as test concentration; values of inactives mirror those of a sister screen read the other way
# APOBEC3A inh: human APOBEC3A DNA deaminase inhibition | AID 493011 | recombinant A3A, FAM/TAMRA ssDNA deamination fluorescence | 330,000 compounds, 0.41% hits | inhibition, % at 20 µM | P31941;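 active = at least 40% inhibition at 20 µM here, with at most 30% in a related deaminase screen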;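 also: plate controls were A3A with DMSO for no effect and wells lacking A3A enzyme for full effect; some results filed as inactive read as strong as hits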
# Target sequence (P31941 whole entry, looked up): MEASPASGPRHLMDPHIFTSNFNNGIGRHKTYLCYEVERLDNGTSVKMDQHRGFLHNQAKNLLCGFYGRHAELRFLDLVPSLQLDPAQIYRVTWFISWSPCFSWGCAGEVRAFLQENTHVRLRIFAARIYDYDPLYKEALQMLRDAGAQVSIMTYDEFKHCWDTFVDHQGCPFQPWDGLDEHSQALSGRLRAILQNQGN
# beta cell repl: MIN6 beta-cell proliferation induction; MIN6 cells proliferation, ATPlite luminescence, 48 h; cells starved in 0.2% serum; 100% = growth in 10% serum; proliferation, % at 10 µM; 330,000 compounds, 0.29% hits;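 active = compounds whose signal lies at least 3.5 SD above the mean of all wells on their plate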;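 also: 0% = DMSO-treated cells in low-serum medium and 100% = 10% serum control; some compounds called inactive have numbers as strong as hits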
# mIAP act: mouse IAP activation; activation factor at 10 µM; AID 2805; muIAP, CDP-Star luminescence, 30 min; hits give high values; 1 = vehicle-only enzyme signal, 0 = enzyme-free wells; 330,000 compounds, 0.24% hits;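 active = activation factor of at least 2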; also: the source names both 10 and 20 µM as test concentration; values of inactives mirror those of a sister screen read the other way
#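 Assay system: mouse IAP enzyme / Compound: DMSO-dissolved test compounds / Timing: 30 min, room temperature / Measured by: luminescence from enzymatic CDP-Star hydrolysis / Control set: DMSO-only wells, enzyme-free buffer wells as negative control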
# NALP3 yeast inh: NALP3 inhibition in yeast; inhibition, % at 10 µM; 330,000 compounds, 0.39% hits; Yeast reconstituted NLRP3/ASC/caspase-1, beta-gal luminescence, 24 h;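 active = inhibition of 50% or more; inactive = inhibition below 50%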;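 also: plate controls were induced DMSO wells for no effect and uninduced yeast grown without galactose for full effect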
# SENP1 FRET inh: inhibitors of human SENP1 SUMO protease catalytic domain. Q9P0U3. inhibition, % at 10 µM. 360,000 compounds, 0.21% hits. recombinant SENP1 catalytic domain, CyPet-SUMO1-YPet FRET cleavage;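 active = inhibition at least 30% at 10 µM, raw YFP signal under a set limit, fluorescence ratio 0.5 to 1.5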;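 also: 0% = enzyme with DMSO and 100% = no enzyme wells; some results filed as inactive read as strong as hits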
# Target sequence (Q9P0U3 419-644 limits assumed): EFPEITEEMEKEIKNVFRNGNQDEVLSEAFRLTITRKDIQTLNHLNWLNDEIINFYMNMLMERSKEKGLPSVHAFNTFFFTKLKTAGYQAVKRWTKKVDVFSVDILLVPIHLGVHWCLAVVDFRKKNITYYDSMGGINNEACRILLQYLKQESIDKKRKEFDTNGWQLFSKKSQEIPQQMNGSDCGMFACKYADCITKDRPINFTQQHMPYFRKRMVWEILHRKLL
#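 Assay system – human recombinant His6-tagged SENP1 catalytic domain enzyme · Input – SENP1 enzyme, 20 pM final · Buffer or medium – Tris pH 8 buffer plus EDTA, NaCl, BME, BSA, NP40, catalase · Schedule – 50 min reaction at room temperature · Technique – FRET read of cyan and yellow fluorescence · Control set – no-enzyme wells low, DMSO-plus-enzyme wells high control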
# A3G deaminase: APOBEC3G (human) deaminase inhibition; Q9HC16; recombinant A3G, ssDNA deamination FAM/TAMRA fluorescence; inhibition, % at 20 µM; 330,000 compounds, 0.28% hits;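 active = inhibition of at least 40% at 20 µM, with no more than 30% in the related APOBEC3A deaminase screen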;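 also: plate controls were DMSO wells with A3G for no effect and wells lacking A3G enzyme for full effect; some compounds called inactive have numbers as strong as hits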
# Target sequence (Q9HC16 whole entry, looked up): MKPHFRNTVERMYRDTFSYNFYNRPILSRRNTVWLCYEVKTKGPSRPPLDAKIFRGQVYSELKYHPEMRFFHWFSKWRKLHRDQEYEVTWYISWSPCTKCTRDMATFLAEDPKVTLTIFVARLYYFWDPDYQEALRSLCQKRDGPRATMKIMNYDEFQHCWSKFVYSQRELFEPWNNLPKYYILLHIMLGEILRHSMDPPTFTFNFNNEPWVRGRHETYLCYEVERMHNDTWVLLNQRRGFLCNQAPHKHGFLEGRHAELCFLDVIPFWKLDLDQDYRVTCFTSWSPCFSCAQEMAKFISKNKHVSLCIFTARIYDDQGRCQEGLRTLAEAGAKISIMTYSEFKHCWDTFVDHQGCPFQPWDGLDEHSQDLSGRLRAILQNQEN
# hIAP block: human IAP inhibition | P09923 | purified IAP, CDP-Star luminescence, 30 min | inhibition, % at 10 µM | 330,000 compounds, 0.12% hits | AID 2544;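 active = inhibition reaching a set limit with compound at 10 µM in the primary screen, cut at about 35% in these data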;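 also: plate controls were DMSO wells with enzyme for no effect and no-enzyme buffer wells for full effect; values of inactives mirror those of a sister screen read the other way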
# Active calls of the source: *.
1	COc1ccccc1NC(=O)c1nnn(CC(=O)Nc2cc(C)cc(C)c2)c1N
2	COc1ccc(-c2nc3ccccc3c(=O)n2CCOc2ccc(C)cc2C)cc1
3	O=C(CSc1nnc(-c2cccc(F)c2)o1)NC1CCCC1
4	Cc1ccc(NC(=O)CCC(=O)NNC(=O)Nc2cccc(Cl)c2)c(C)c1
5	CS(=O)(=O)c1cccc(-c2nnc(NC(=O)c3ccc(S(=O)(=O)N4CCCC4)cc3)o2)c1
6	O=S(=O)(c1cc(Cl)cc(Cl)c1)N1CCCC1c1nc2ccccc2s1 (stereo not given)
7	COc1cc2c(cc1OC)CN(C(=O)c1ccc(S(=O)(=O)N(C)c3ccccc3)cc1)CC2
8	Cc1cccc(-c2noc(-c3c(C)noc3C)n2)c1

assay / compound	1	2	3	4	5	6	7	8
mIAP inh	-4	6	-2	28	-1	7	2	-16
hIAP activ	0.92	0.85	1	1.3	0.92	0.9	0.96	0.94
APOBEC3A inh	-2	-1	-5	-1	-1	12	3	-6
beta cell repl	-1	-3	-3	2	-1	2	-3	1
mIAP act	1	0.94	1	0.72	1	0.93	0.98	1.2
NALP3 yeast inh	-7	-17	29	5	-3	25	-12	11
SENP1 FRET inh	-1	3	1	2	1	0	-1	0
A3G deaminase	-3	-4	-11	-5	-5	1	-3	1
hIAP block	8	15	0	-30	8	10	4	6

9	O=c1c(Cl)c(N2CCN(c3ccc(F)cc3)CC2)cnn1C12CC3CC(CC(C3)C1)C2
10	CCCCN(CC)Cc1c(O)ccc2c3c(c(=O)oc12)CCC3
11	CCN1CCN(Cc2nc(N)nc(Nc3ccc(C)c(C)c3)n2)CC1
12	CNC(=O)c1ccc(N(Cc2ccccc2C)S(C)(=O)=O)cc1
13	CC(C)CCOc1ccc(Cl)cc1CN1CCOCC1
14	COc1ccccc1N(CC(=O)NCCN1CCOCC1)S(=O)(=O)c1ccc(C)cc1
15	CC1CCC(NC(=O)COC(=O)CNC(=O)c2ccc3ccccc3c2)CC1 (stereo not given)
16	COc1ccnc(CSC(N)=Nc2ccccc2OC)c1

assay / compound	9	10	11	12	13	14	15	16
mIAP inh	-3	-11	-2	5	-5	-2	-4	2
hIAP activ	1.2	1.1	0.88	1	1	1.1	0.92	0.95
APOBEC3A inh	-4	-1	0	-3	1	0	-3	0
beta cell repl	-1	1	3	0	-3	-1	-4	2
mIAP act	1	1.1	1	0.95	1.1	1	1	0.98
NALP3 yeast inh	11	-3	7	8	30	5	5	8
SENP1 FRET inh	-1	-119	0	3	-1	0	1	-11
A3G deaminase	-4	-2	-1	-9	4	-3	-9	0
hIAP block	-24	-14	12	0	-3	-10	8	5

17	CN(C)P(=NC(=O)COc1ccc(Cl)cc1Cl)(N(C)C)N(C)C
18	CCOC(=O)N1CCN(Cc2nc3c(c(=O)[nH]c(=O)n3C)n2CCCc2ccccc2)CC1
19	O=C(NC1CCN(c2ncccn2)CC1)c1ccccc1Cl
20	Cc1cc(O)c(-c2cc(C(=O)Nc3sc4c(c3C(=O)NCc3ccco3)CCC4)[nH]n2)cc1C
21	CC12CN3CC(C)(CN(C1)C3c1cc(Br)ccc1O)C2=O (stereo not given)
22	COc1ccc(OC)c(CNC(=O)CCNC(=O)Cn2ccc3ccccc3c2=O)c1
23	COc1cc2c(cc1OC)C(Nc1ccccc1)=NC(C)(C)C2
24	O=C(Nc1sc2c(c1C(=O)O)CCCC2)c1cccs1

assay / compound	17	18	19	20	21	22	23	24
mIAP inh	-7	0	-1	20	8	9	-10	3
hIAP activ	1.1	0.72	1	1.6	1.2	1.3	1.1	0.84
APOBEC3A inh	1	1	1	3	6	-5	-1	-5
beta cell repl	-1	-3	-3	-6	0	0	0	-2
mIAP act	1.1	0.99	1	0.8	0.92	0.91	1.1	0.97
NALP3 yeast inh	-1	-5	10	2	-12	-6	-1	-5
SENP1 FRET inh	1	0	0	-41	0	0	0	-1
A3G deaminase	-4	-4	-3	-5	-1	-5	1	-9
hIAP block	-9	28	0	-56	-18	-29	-8	16

25	C#CCn1cnc2c(oc3ccccc32)c1=O
26	CCC(c1nnnn1Cc1ccco1)N(CCc1ccccc1)Cc1cc2cccc(C)c2[nH]c1=O (stereo not given)
27	CN(CC(=O)Nc1ccccc1Br)C(=O)c1ccccc1Cc1ccccc1
28	CCOc1nc(Nc2cc(Cl)ccc2OC)nc(OCC)n1
29	Cc1ccc(NC(=O)COc2cccc3c2OC(C)(C)C3)c(O)c1
30	Cc1ccc(C)c(NC(=O)C2CC(=O)N(C3CCCCC3)C2)c1 (stereo not given)
31	Cc1ncn(C23CC4CC(CC(O)(C4)C2)C3)n1
32	Cc1ccc(-n2c(N)c(C(=O)Nc3c(C)n(C)n(-c4ccccc4)c3=O)c3nc4ccccc4nc32)cc1

assay / compound	25	26	27	28	29	30	31	32
mIAP inh	-8	2	-14	1	6	-4	-9	4
hIAP activ	1.1	1.4	0.9	1	1.2	1.1	1.1	0.89
APOBEC3A inh	-4	-3	-2	-16	-6	3	0	2
beta cell repl	-2	-3	1	-1	4	-1	0	0
mIAP act	1.1	0.98	1.1	0.99	0.94	1	1.1	0.96
NALP3 yeast inh	8	8	19	4	33	6	-7	8
SENP1 FRET inh	0	-17	0	2	-2	-1	0	-40
A3G deaminase	-4	-12	-5	-7	-8	7	-5	-1
hIAP block	-10	-36	10	-4	-17	-6	-7	11

# An excerpt from above in order of the APOBEC3A inh value, highest first:
no. | Molecule | mIAP inh | hIAP activ | APOBEC3A inh | mIAP act | NALP3 yeast inh | SENP1 FRET inh | A3G deaminase | hIAP block
20 | Cc1cc(O)c(-c2cc(C(=O)Nc3sc4c(c3C(=O)NCc3ccco3)CCC4)[nH]n2)cc1C | 20 | 1.6 | 3 | 0.8 | 2 | -41 | -5 | -56
18 | CCOC(=O)N1CCN(Cc2nc3c(c(=O)[nH]c(=O)n3C)n2CCCc2ccccc2)CC1 | 0 | 0.72 | 1 | 0.99 | -5 | 0 | -4 | 28
15 | CC1CCC(NC(=O)COC(=O)CNC(=O)c2ccc3ccccc3c2)CC1 (stereo not given) | -4 | 0.92 | -3 | 1 | 5 | 1 | -9 | 8

# Going on with the list:
33	Cc1cc(NC(=O)CSc2nc(=O)cc(N)n2-c2ccc(C)c(C)c2)no1
34	O=C(NC(=S)Nc1ccc(N2CCOCC2)cc1)c1ccc2c(c1)OCCO2
35	CN=Cc1c(NC)nc2c(C)cccn2c1=O
36	O=C(CCNC(=O)c1ccco1)Nc1nc(-c2ccccc2)cs1
37	CN(C)C(CNC(=O)CSc1nc2sc3c(c2c(=O)n1C)CCC3)c1ccccc1 (stereo not given)
38	CSc1ccc(CN(C)C(=O)CN2C(=O)NC3(CCCC3)C2=O)cc1
39	CC1CC(C)(C)NC(=S)N1CCCC(=O)N1CCN(c2ccc(F)cc2)CC1 (stereo not given)
40	COc1cc(NS(=O)(=O)c2ccc(NC(=S)NC(=O)c3ccc(F)c(F)c3)cc2)nc(OC)n1

assay / compound	33	34	35	36	37	38	39	40
mIAP inh	2	10	0	-4	4	2	3	6
hIAP activ	1	0.98	1	0.98	0.94	0.96	1.1	1.3
APOBEC3A inh	-1	0	-6	-1	4	-2	-2	-3
beta cell repl	6	-3	0	1	-2	-1	3	-4
mIAP act	0.98	0.9	0.99	1	0.96	0.98	0.97	0.94
NALP3 yeast inh	7	26	14	18	-1	15	11	8
SENP1 FRET inh	2	3	-6	-3	3	2	1	1
A3G deaminase	-4	0	-10	-2	1	-11	-5	-3
hIAP block	0	2	-5	2	6	4	-8	-26

41	Cc1ccc(S(=O)(=O)C2(C(=O)Nc3ccc(C(C)C)cc3)CC2)cc1
42	O=C(c1ccc(-c2ccccc2Cl)o1)N1CCCC(C(F)(F)F)C1 (stereo not given)
43	Cc1cccc(N)c1SC1CCCCC1O (stereo not given)
44	CCOC(=O)c1cnc2cc(C)ccn2c1=O
45	COc1cc(Cl)cc(/C=C/c2ccc3cccc(O)c3n2)c1OC
46	CC(C)OCCCNS(=O)(=O)c1ccc2c(c1)OCCO2
47	Nc1cc(=O)[nH]c(SCCSc2ccccc2F)n1
48	Cc1cccc(N(C)C(=O)c2coc(=O)c3ccccc23)c1

assay / compound	41	42	43	44	45	46	47	48
mIAP inh	2	7	3	6	2	11	6	-2
hIAP activ	1	0.88	0.98	1	1	1.1	1.1	1
APOBEC3A inh	3	-4	0	-2	-1	0	0	-5
beta cell repl	-5	-1	0	0	-5	-1	-1	-2
mIAP act	0.98	0.93	0.97	0.94	0.97	0.89	0.94	1
NALP3 yeast inh	7	28	0	-5	13	14	16	-7
SENP1 FRET inh	2	-1	3	-1	-1	2	1	-1
A3G deaminase	-4	-8	-4	-9	-1	-1	-5	-6
hIAP block	0	12	2	-2	0	-10	-7	-3

49	NC(=S)Nc1c(Cl)cccc1Cl
50	O=C(NC1CCCC1)c1c[nH]c2ccc(F)cc2c1=O
51	Cc1ccc(C)c(S(=O)(=O)NCc2ccc(C(=O)NCc3ccco3)cc2)c1
52	CNc1nc(Cl)c(SC)c(NCc2cccc(OC)c2)n1
53	O=C(COc1ccc(Cl)cc1Br)NC(=O)NC1CCCC1
54	CCN(C(=O)COC(=O)CNC(=O)c1ccc(Cl)cc1Cl)c1c(N)n(Cc2ccccc2)c(=O)[nH]c1=O
55	O=C(c1cnc2n(c1=O)CCS2)N1CCCc2ccccc21
56	Cc1nn(Cc2ccccc2Cl)c(C)c1NC(=O)/C=C/c1cnn(C)c1

assay / compound	49	50	51	52	53	54	55	56
mIAP inh	-4	2	-4	9	4	-16	-3	-1
hIAP activ	1.1	1.4	1.1	0.91	0.97	1.1	0.95	0.91
APOBEC3A inh	3	-3	1	-1	0	-3	-3	3
beta cell repl	1	-2	-2	0	0	-1	0	-1
mIAP act	1	0.98	1	0.91	0.96	1.2	1	1
NALP3 yeast inh	5	16	5	34	28	-17	7	3
SENP1 FRET inh	3	-10	1	-2	0	1	2	0
A3G deaminase	0	-5	-4	-7	-6	-10	-2	-9
hIAP block	-14	-40	-9	9	3	-11	5	9

57	C=CCN1C(=NC(=O)CCC)SC2CS(=O)(=O)CC21 (stereo not given)
58	Fc1ccc(-c2cc(C(F)(F)F)nc(-n3cc(Cl)cn3)n2)cc1
59	COc1cccc(C2C(C(=O)c3cc4cccc(OC)c4o3)=C(O)C(=O)N2c2cc(C)on2)c1OC (stereo not given)
60	CC(C)[C@H](NC(=O)[C@@H]1Cc2ccccc2CN1)C(=O)Nc1ccc2c(c1)OCCO2
61	CCCC(=O)Nc1ccc2nc(SCC(=O)N3CCCC3)sc2c1
62	COc1cccc(OCCn2c(C)c(/C=N/n3cnnc3)c3ccccc32)c1

assay / compound	57	58	59	60	61	62
mIAP inh	-4	12	-5	-3	4	10
hIAP activ	0.92	1	1.2	1.1	0.97	1.1
APOBEC3A inh	-2	4	1	-5	3	-1
beta cell repl	5	3	-1	-3	-4	3
mIAP act	1	0.88	1.1	1	0.96	0.9
NALP3 yeast inh	20	8	22	6	4	-11
SENP1 FRET inh	-1	0	-12	-2	-1	2
A3G deaminase	-3	-1	-2	-5	-11	-2
hIAP block	8	-2	-20	-14	3	-11

# A portion of the library, so the mix of outcomes need not match the whole.
